FXIa inh = blocks human coagulation factor XIa protease activity | purified FXIa, Boc-Glu-Ala-Arg-AMC fluorogenic substrate | P03951 | hit rate 0.14% among 220,000 | inhibition, % at 5 µM | AID 798;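 active = inhibition of at least 40%; inactive = inhibition below 40%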;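 note: fluorescence of freed AMC excited at 355 nm; 0% = enzyme without compound and 100% = no enzyme blank; many of its hits are not listed in these tables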
p97 ATPase inh = human p97 ATPase inhibition; hit rate 0.42% among 220,000; inhibition, % at 8 µM; recombinant p97 ATPase, Kinase-Glo ATP luminescence, 3 h; P55072; in the data active = inhibition above about 15%;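 note: 0% = DMSO vehicle and 100% = wells lacking enzyme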
Wee1 stabilizer = human Wee1 degradation inhibition, primary screen; HeLa Luc-Wee1K328M stability, luciferase luminescence; 100% = proteasome inhibitor MG132 effect; reporter increase, % at 5 µM; hit rate 1.2% among 220,000; AID 1321;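 active = activation above the mean of all tested compounds plus 3 SD, set per screening run, cut at about 8.8% in these data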;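 note: cells exposed to compound for 20 h before luminescence read; 0% = DMSO alone and 100% = MG132 at 30 µM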
FXIIa inh 1536 = inhibitors of human coagulation factor XIIa; inhibition, % at 5 µM; purified FXIIa, Boc-QGR-AMC fluorogenic substrate, 2 h; P00748; AID 800; hit rate 0.3% among 220,000; in the data active = inhibition above about 40%;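 note: 0% = enzyme with no compound and 100% = blank without enzyme; many of its hits are not listed in these tables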
14-3-3 Bad PPI = disrupts binding of bovine 14-3-3 zeta to phospho-Bad peptide; P63103; TR-FRET 14-3-3zeta/Dy647-pBad peptide displacement, 1 h; inhibition, % at 21.7 µM; hit rate 0.71% among 220,000; AID 781;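 active = inhibition above about 70%, limit read from the data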;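 note: 0% = full 14-3-3 plus peptide FRET controls and 100% = background without 14-3-3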
Target sequence (P63103 whole entry, looked up): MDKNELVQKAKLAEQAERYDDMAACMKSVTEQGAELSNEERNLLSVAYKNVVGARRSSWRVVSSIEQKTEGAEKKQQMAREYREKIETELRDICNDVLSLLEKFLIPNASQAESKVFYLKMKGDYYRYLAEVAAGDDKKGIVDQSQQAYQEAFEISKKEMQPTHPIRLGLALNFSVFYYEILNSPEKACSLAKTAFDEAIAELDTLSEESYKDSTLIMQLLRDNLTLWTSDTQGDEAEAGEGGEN
eIF4E 4G PPI = inhibitors of eIF4E and eIF4G interaction in translation initiation | TR-FRET eIF4E-eIF4GI(517-606) binding, 2 h | AID 782 | P63073+Q04637 | hit rate 0.37% among 220,000 | inhibition, % at 21.7 µM;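 active = inhibition above about 30%, limit read from the data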;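 note: 0% = full FRET control wells and 100% = background wells lacking eIF4GI fragment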
hK5 inh = inhibitors of human kallikrein 5; AID 873; recombinant hK5, fluorogenic AMC substrate cleavage; Q9Y337; inhibition, % at 5 µM; hit rate 0.59% among 210,000;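 active = inhibition of 40% or more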;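 note: 0% = enzyme controls without compound and 100% = no-enzyme blanks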
Target sequence (Q9Y337 67-293 limits assumed): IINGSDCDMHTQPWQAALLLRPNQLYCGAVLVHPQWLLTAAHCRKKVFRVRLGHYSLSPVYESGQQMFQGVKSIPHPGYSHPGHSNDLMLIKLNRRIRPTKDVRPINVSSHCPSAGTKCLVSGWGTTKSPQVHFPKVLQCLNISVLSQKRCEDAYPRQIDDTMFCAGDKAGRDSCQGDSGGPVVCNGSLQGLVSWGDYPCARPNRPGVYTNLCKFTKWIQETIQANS
Mdm2 ligase inh = inhibitors of human Mdm2 E3 ubiquitin ligase | signal enhancement, % at 5 µM | cell-based MDM2 ubiquitination luciferase reporter, 2 h; 0 = plate control, 100 = twice control, blank-subtracted | hit rate 0.11% among 210,000;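 active = signal enhancement of 30% or more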;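 note: luminescence tracks abundance of the self-degrading MDM2-luciferase fusion protein; higher signal means inhibition of MDM2 E3 ligase activity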
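Test system: stable mammalian line carrying autodegrading MDM2–luciferase fusion reporter; quantity: 2000 cells in each well; times: 4 h cell settling then 2 h compound exposure, 37 °C; detection: luminescence with SteadyLite reagent, 15 min at room temperature; evaluation: percent signal gain over controls, blank-subtracted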
Rad51 HR inh = Rad51 (human) homologous recombination inhibition | inhibition, % at 10 µM | AID 1385 | Q06609 | hit rate 0.085% among 200,000 | hRad51 DNA strand exchange, fluorescence dequenching;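 active = inhibition above 40% at the single screening dose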;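 note: 0% = DMSO control wells and 100% = blanks with heterologous ssDNA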
Target sequence (Q06609 whole entry, looked up): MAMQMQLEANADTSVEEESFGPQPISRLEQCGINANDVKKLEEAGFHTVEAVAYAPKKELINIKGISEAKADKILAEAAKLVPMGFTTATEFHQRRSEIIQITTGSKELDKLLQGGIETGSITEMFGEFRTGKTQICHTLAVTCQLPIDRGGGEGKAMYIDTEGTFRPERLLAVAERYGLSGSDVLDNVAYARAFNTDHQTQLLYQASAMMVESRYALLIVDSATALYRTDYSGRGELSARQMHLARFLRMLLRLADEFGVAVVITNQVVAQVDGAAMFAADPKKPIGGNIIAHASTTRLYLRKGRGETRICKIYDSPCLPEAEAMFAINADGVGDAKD
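Material: Human Rad51 nucleoprotein filaments preassembled on unlabelled ssDNA | Also added: Labelled 47-mer dsDNA for strand exchange | Dosing: Single dose, 10 µM final compound | Schedule: 30-min compound preincubation and 15-min exchange, both room temperature | Technique: Fluorescence dequenching at 485/520 nm | Measure: Percent inhibition relative to plate controls and blanks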
Numbers without * were called inactive; / = not tested or not shown; [ ] = dose if it differs, or a comment.

Values run as follows: FXIa inh, p97 ATPase inh, Wee1 stabilizer, FXIIa inh 1536, 14-3-3 Bad PPI, eIF4E 4G PPI, hK5 inh, Mdm2 ligase inh, Rad51 HR inh
[1] COCc1cc(Sc2cccc(Cl)c2Cl)nc(-c2ccccc2)n1
  -8, -4, -2, -5, -2[fluorescence artefact?], 0, -1, -16, 8
[2] O=C(CCSCCc1ccccn1)Nc1ccc(Br)cc1F
  -5, 2, -1, 5, -10[fluorescence artefact?], 0[fluorescence artefact?], -24, -5, 1
[3] Cc1ccc(Sc2cc(Cl)nc(N)n2)cc1
  10, 0, 0, 20, -7[fluorescence artefact?], -6, 77*, -10, -1
[4] O=C(CCn1c(=S)oc2ccccc21)Nc1cccc(F)c1
  -1, 3, -1, 5, -15, 2, 5, -15, -5
[5] CCCCN1C(=O)C(O)(CC(=O)c2ccccc2OC)c2ccccc21 (stereo not drawn)
  9, -2, 1, 15, -5, -1, -17, /, -9
[6] Cn1cccc1C(=O)NC(=O)COC(=O)CC12CC3CC(CC(C3)C1)C2
  -7, -7, 2, -17, 8, 0, 0, -17, 8
[7] Cc1c(CN2CCC(CO)(CCOc3ccccc3)CC2)[nH]c2ccc(Cl)cc12
  -5, 1, 1, 2, -7, 4, /, 1, 25
[8] Cc1ccc(C(=O)N/C(=C/c2cn(-c3ccccc3)nc2-c2ccccc2)C(=O)O)cc1
  3, 1, 3, 10, -3, 1, /, -8, /
[9] O=C(CSc1nnnn1-c1ccccc1)CSc1nnnn1-c1ccccc1
  -1, 3, -2, 5, 14, -6, -6, -7, -1
[10] CCN(CC)c1nc(C(N)=O)cc(-c2ccccc2)n1
  4, -4, 2, 17, -4, 6, -1, 0, 0
[11] CC(=O)c1ccc(NC(=O)c2ccc(CNc3c(N4CCOCC4)c(=O)c3=O)cc2)cc1
  2, -4, 4, 8, 5, -1, -3, -5, 17
[12] Cc1ccc(S(=O)(=O)N(C(=O)c2ccncc2)c2ccc(OC(=O)c3ccncc3)cc2)cc1
  9, 5, 3, 26, -22, -5, 2, -5, /
[13] CCOc1ccc(/C(O)=C2/C(=O)C(=O)N(CCN(CC)CC)C2c2ccco2)cc1 (stereo not drawn)
  19, -4, -1, 17, 6, -3[fluorescence artefact?], 34, -18, -2
[14] CCCOc1ccc(NC(=O)CC2C(=O)N(CC)C(=S)N2Cc2cccs2)cc1 (stereo not drawn)
  -9, -7, 0, 1, -2, 6, -3, -16, 1
[15] COc1cccc(-c2nc(N3CCN(Cc4ccccc4)CC3)c3ccccc3n2)c1O
  1, -1, 1, 3, -1, -3, -2, -7, /
[16] C=CCNC(=O)/C(=C/c1cn(-c2ccccc2)nc1-c1cccc([N+](=O)[O-])c1)NC(=O)c1ccccc1
  6, -4, 0, 10, 2, -3[fluorescence artefact?], -7, -14, 0
[17] CCCCC1=C([O-])C2N=CC=CC2=[N+](c2ccccn2)C1=O (stereo not drawn)
  -4, -2, 0, -8, -1, 2, -3, -6, 5
[18] COC(=O)CCCC1=CC2=C(c3ccccc3)C(=O)C(C)(OC(=O)C3CCCC3)C(=O)C2=CN1C1CCCCC1 (stereo not drawn)
  12, /, /, 7, -8, 0, 0, -14, -7
[19] Cc1onc(-c2ccccc2Cl)c1C(=O)Nc1cccnc1
  7, 0, -2, 5, -13, -5, 5, 5, 8
[20] Cc1ccc(NC(=O)N2CCC(C(=O)NCCC3=CCCCC3)CC2)cc1
  -9, 5, -1, 4, 10, 2, 13, -10, 7
[21] CCCn1c(N/N=C\C=C\c2ccccc2)nc2c1c(=O)[nH]c(=O)n2C
  -3, 2, 3, 4, -8, -6, 0, -3, 0
[22] Cc1cc(C)cc(N(CC(=O)NCC2CCCO2)C(=O)CN2C(=O)COc3ccccc32)c1 (stereo not drawn)
  3, 1, -4, -4, 2, -1, 4, 4, /
[23] Cc1ccc(S(=O)(=O)NN2C(=O)/C(=C/c3cccn3C)SC2=S)cc1
  5, -7, -4, 34, 6, 6, 41*, -16, -38
[24] O=C(c1ccco1)N1CCN(S(=O)(=O)c2ccccc2[N+](=O)[O-])CC1
  0, 1, -3, /, -9, -1, 3, 5, 3
[25] O=C(CCl)Nc1cc(S(=O)(=O)N2CCCCCC2)ccc1Cl
  4, 3, 6, 4, -6, 1, -30, /, /
[26] O=C(CSc1cn(CCNC(=O)c2cccs2)c2ccccc12)NCc1ccccc1
  9, -2, 0, 16, -3, 0, -7, -9, -5
[27] CCOC(=O)C(=Cc1ccc(-c2ccsc2C(=O)OC)o1)C(=O)OCC
  2, 0, -2, 7, 2, 3, 17, -10, -1
[28] COc1cccc(CC(=O)Nn2c(C)nc3ccccc3c2=O)c1
  -10, -1, 1, 5, -4, -4, -9, 1, 0
[29] C/C(CC(=O)Nc1cc(C)ccn1)=N\NC(=O)c1cccc(C)c1
  -8, 3, 1, 2, -4, -4, -5, -8, 26
[30] COc1ccc(S(=O)(=O)N2CCOCC2)cc1NC(=O)CSc1n[nH]c(C(C)C)n1
  -1, 4, 2, 6, -13, -1, 0, -3, 10

Part of the list above, with values ahead of the structure.
No.	FXIa inh	p97 ATPase inh	Wee1 stabilizer	FXIIa inh 1536	14-3-3 Bad PPI	eIF4E 4G PPI	hK5 inh	Mdm2 ligase inh	Rad51 HR inh	canonical_smiles
1	-8	-4	-2	-5	-2[fluorescence artefact?]	0	-1	-16	8	COCc1cc(Sc2cccc(Cl)c2Cl)nc(-c2ccccc2)n1
2	-5	2	-1	5	-10[fluorescence artefact?]	0[fluorescence artefact?]	-24	-5	1	O=C(CCSCCc1ccccn1)Nc1ccc(Br)cc1F
3	10	0	0	20	-7[fluorescence artefact?]	-6	77*	-10	-1	Cc1ccc(Sc2cc(Cl)nc(N)n2)cc1
4	-1	3	-1	5	-15	2	5	-15	-5	O=C(CCn1c(=S)oc2ccccc21)Nc1cccc(F)c1
5	9	-2	1	15	-5	-1	-17	/	-9	CCCCN1C(=O)C(O)(CC(=O)c2ccccc2OC)c2ccccc21 (stereo not drawn)
6	-7	-7	2	-17	8	0	0	-17	8	Cn1cccc1C(=O)NC(=O)COC(=O)CC12CC3CC(CC(C3)C1)C2
7	-5	1	1	2	-7	4	/	1	25	Cc1c(CN2CCC(CO)(CCOc3ccccc3)CC2)[nH]c2ccc(Cl)cc12
8	3	1	3	10	-3	1	/	-8	/	Cc1ccc(C(=O)N/C(=C/c2cn(-c3ccccc3)nc2-c2ccccc2)C(=O)O)cc1
9	-1	3	-2	5	14	-6	-6	-7	-1	O=C(CSc1nnnn1-c1ccccc1)CSc1nnnn1-c1ccccc1
10	4	-4	2	17	-4	6	-1	0	0	CCN(CC)c1nc(C(N)=O)cc(-c2ccccc2)n1
11	2	-4	4	8	5	-1	-3	-5	17	CC(=O)c1ccc(NC(=O)c2ccc(CNc3c(N4CCOCC4)c(=O)c3=O)cc2)cc1
12	9	5	3	26	-22	-5	2	-5	/	Cc1ccc(S(=O)(=O)N(C(=O)c2ccncc2)c2ccc(OC(=O)c3ccncc3)cc2)cc1
13	19	-4	-1	17	6	-3[fluorescence artefact?]	34	-18	-2	CCOc1ccc(/C(O)=C2/C(=O)C(=O)N(CCN(CC)CC)C2c2ccco2)cc1 (stereo not drawn)

Other structures
Values run as follows: FXIa inh, p97 ATPase inh, Wee1 stabilizer, FXIIa inh 1536, 14-3-3 Bad PPI, eIF4E 4G PPI, hK5 inh, Mdm2 ligase inh, Rad51 HR inh
[31] O=C1N=c2ccccc2=C1c1sc(=O)[nH]c1O
  1, 6, 5, 5, 10, 2, -5, -4, 1
[32] Cc1ccc(C(=O)N2C(CC(=O)Nc3ccc(Cl)cc3)C(=O)NC3CCCCC32)cc1 (stereo not drawn)
  -3, 1, 6, 11, -7, 2, 18, -15, 7
[33] COc1ccccc1CN=C1Nc2ccccc2CS1
  -3, -3, 0, 7, -4, -2, -5, -10, 5
[34] O=C(Nc1ccc(NC(=O)c2ccco2)c(Cl)c1)c1cccc([N+](=O)[O-])c1
  -2, 3, 1, 7, -7, -4, 2, -5, 9
[35] CC(C)OC(=O)c1cc(=O)[nH]c2ccccc12
  -4, -1, 0, -2, 1, -3[fluorescence artefact?], 4, -9, 2
[36] O=C(Oc1ccccc1)c1ccc2nsnc2c1
  11, 4, -3, 19, 4, 3, -4, 1, -2
[37] O=C(Nc1ccc(Cl)cc1Cl)NC1CCN(S(=O)(=O)c2ccc(F)cc2)CC1
  4, 6, 9, 16, 1, -3, 3, /, 0
[38] COC(=O)CNC(=O)CNC(=O)c1nn(-c2ccc(OC)c(Cl)c2)c(=O)c2ccccc12
  0, -5, -1, 18, -8, -2, -6, -13, /
[39] CCCOc1ccc(Cc2c(Cl)nc(SC)nc2N(C)C)cc1
  -5, -1, 3, 0, -5[fluorescence artefact?], -2[fluorescence artefact?], 7, -9, 7
[40] O=C(c1ccc2c(=O)n3c(nc2c1)CCCCC3)N1CCN(Cc2ccccc2)CC1
  -7, -8, 5, -4, -6, -7[fluorescence artefact?], -14, -6, 2
[41] Cc1c(NC(=O)CN2C(=O)c3ccc([N+](=O)[O-])cc3C2=O)c(=O)n(-c2ccccc2)n1C
  37, 1, 0, 23, -3, 0, 21, -9, 5
[42] CCN(CC)C(=O)c1sc2nc(-c3cccs3)cc(-c3cccs3)c2c1N
  4, 0, 7, 6, 11, -3, -9, -11, -22
[43] OC(CON=C1c2ccccc2-c2ccccc21)CN1CCNCC1 (stereo not drawn)
  0, 2, -1, 6, 9, 1, 6, 0, /
[44] O=C(O)CC1(CC(=O)Nc2ccc(Br)cc2)CCCCC1
  -3, 6, -1, 2, -7, 2, 3, -7, -1
[45] CCN(CC)CCN1C(=O)C(=O)/C(=C(/O)c2cccc(OC)c2)C1c1ccccn1 (stereo not drawn)
  6, -3, -3, 20, -3, 0, -10, 5, 4
[46] CCOc1cc(C2C(C#N)=C(N)OC3=C2C(=O)CC(C)(C)C3)cc([N+](=O)[O-])c1O (stereo not drawn)
  0, 4, -1, 9, -8, -5, -10, -7, 29
[47] Cc1ccc(/C=C/C(=O)c2cc(Br)ccc2OC(=O)c2ccco2)cc1
  -2, 3, 0, 5, 0[fluorescence artefact?], 2, -4, -3, -14
[48] O=C(Nc1ccc(C(=O)Oc2ccccc2)c(O)c1)c1ccco1
  4, -5, -1, 17, -1, 2[fluorescence artefact?], 3, -1, -1
[49] N#CC(c1ccc(O)cc1)N1CCOCC1 (stereo not drawn)
  9, -3, 1, 14, -7[fluorescence artefact?], 0, -10, -4, 8
[50] Cc1ccc(NC(=O)CS(=O)CC(=O)NCC2OCCc3ccccc32)c(C)c1 (stereo not drawn)
  9, -3, 2, 24, 15, -6, 0, 1, -3
[51] CC(C)OC(=O)c1c(NC(=O)CCC(=O)O)sc2c1CCCCC2
  5, -7, 4, 9, -1, -1, -6, -4, /
[52] COc1ccc(C(=O)Nc2ccc(O)c3c(=O)cc(-c4cccc(Cl)c4)oc23)cc1
  9, /, /, 10, 31, -2, 4, 13, 2
[53] O=C(CC1C(=O)NCCN1C(=O)Nc1ccc(F)cc1)Nc1cc(Cl)ccc1Cl (stereo not drawn)
  3, 1, 0, 7, 2, 2, 4, -13, -8
[54] CCCn1c(N)c(C(c2ccc(OC)cc2)N2CCN(c3ccccc3)CC2)c(=O)[nH]c1=O (stereo not drawn)
  -4, -5, -2, 9, -11, 0, -5, 5, -10
[55] CCOC(=O)C(Oc1ccc2c(-c3ccccc3)cc(=O)oc2c1C)c1ccccc1 (stereo not drawn)
  1, 3, -1, 12, -9, 0, -6, -15, -20

Compound activity as filed in PubChem BioAssay.

Compounds as they come. Share with any hit: about 3.5%.
